Rac1 GTP hydrolysis: MgcRacGAP GTPase-activating activity inhibitors, confirmation, biochemical, ADP Hunter fluorescence | inhibition, % at 30 µM, or IC50 in µM where a hit was titrated | hit rate 0.6% among 340,000 | AID 624330 | MgcRacGAP-stimulated Rac1 GTP hydrolysis, ADP Hunter fluorescence; higher % means a stronger effect; GST-tagged Rac1 F28L mutant substrate;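 active means first-screen hits whose inhibition reached a set limit at any dose in the follow-up dose series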;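 further: fluorescence reports GDP produced by GAP-driven GTP hydrolysis; strong numbers were not always called active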
The depositor's hits bear a star. The list is partial; count on the stated rates, not on these rows.

SMILES	Rac1 GTP hydrolysis
CCn1c(CN2CCC(C)CC2)nc2cc(S(=O)(=O)N3CCCCC3)ccc21	6.5%
C[C@H](CO)N1C[C@H](C)[C@H](CN(C)C(=O)c2ccncc2)OCc2ccccc2-c2c(n(C)c3ccccc23)C1=O	21.1%
S=C(NN=C(c1ccccc1)c1ccccn1)N(Cc1ccccn1)Cc1ccccn1	13.1%
Cc1c(C(=O)NNC(=O)c2csc(N3CCOCC3)n2)oc2ccc(Br)cc12	14.5%
CC(=O)Nc1cc2c(cc1[N+](=O)[O-])-c1ccc(F)cc1C2	5.2%
C[n+]1c(-c2ccccc2)cc2c(=Cc3ccccc3)c3ccccc3n21	58.9µM*
CCN(C(=O)COC(=O)c1ccc2[nH]c(C)c(C)c2c1)c1c(N)n(Cc2ccccc2)c(=O)[nH]c1=O	5.8%
COc1ccc(C=C2OC(=O)C(C(C)=O)=C2O)cc1	10.6%
Cc1c(Cl)cccc1NC(=S)C(=C([O-])c1ccc(Cl)s1)[n+]1ccccc1	9.8%
CCOC(=O)Cn1cnc(C)c1	0.2%
COc1cc(/C=C/C(=O)OCC(=O)N2CC(C)OC(C)C2)ccc1OCC#N (stereo not given)	10.7%
N#CCCN(CCCN1CCOCC1)CN1C(=O)c2ccccc2C1=O	-1.1%

Two compounds picked at random from the list so far, as already listed:
SMILES	Rac1 GTP hydrolysis
COc1ccc(C=C2OC(=O)C(C(C)=O)=C2O)cc1	10.6%
CCOC(=O)Cn1cnc(C)c1	0.2%

Further records follow.
SMILES	Rac1 GTP hydrolysis
CN1CCN(CCCNc2nc3ccccc3c3nc(-c4ccccc4)nn23)CC1	15.3%
CCc1cc(C(=O)NC2CCCc3c2cnn3-c2ccc(F)cc2F)no1 (stereo not given)	5.0%
Cc1cc(C2C(=O)NC(=O)C2=O)c(C)cc1Br (stereo not given)	1.5%
C[C@H](O)C#Cc1cnc2c(c1)C(=O)N([C@H](C)CO)C[C@@H](C)[C@@H](CN(C)Cc1ccc(-c3ccccc3)cc1)O2	0.9%
CC(OC(=O)C1CCN(S(=O)(=O)c2ccc(C(C)(C)C)cc2)CC1)C(=O)N(C)C1CCCCC1 (stereo not given)	1.7%
CC(=O)Nc1cccc(NC(=O)NC2CC(=O)N(c3ccc4c(c3)OCCO4)C2)c1 (stereo not given)	8.1%
CCCCCCc1nc2nc(Cl)c(Cl)nc2[nH]1	8.9%
Cc1onc(-c2c(F)cccc2Cl)c1C(=O)Nc1cc(S(=O)(=O)N2CCCCC2)ccc1O	6.2%
CC(=O)c1ccc(S(=O)(=O)NCCOc2ccccc2)cc1	20.3%
CCc1ccc(C(=O)C(C)OC(=O)CN2C(=O)NC3(CCCC3)C2=O)cc1 (stereo not given)	1.1%
Cc1cccc(CNC(=O)C2CCC(=O)N(CCCc3ccccc3)C2)c1 (stereo not given)	-25.0%
COc1ccc(-c2cnc3c(c2)C(=O)N([C@H](C)CO)C[C@H](C)[C@H](CN(C)C(=O)Cc2cccnc2)O3)cc1	18.6%
C[C@H]1Cn2cnc(C(=O)Nc3ccccc3)c2C(=O)N1	16.0%
C=C(CCO)C1=CCN(S(=O)C(C)(C)C)[C@H]1CCO (stereo not given in full)	3.9%
COc1ccc(NC(=O)c2ccc(NC(=O)C3COc4ccccc4O3)cc2)c(OC)c1 (stereo not given)	2.8%
O=C1[C@H](Cc2ccccc2)NCCCC[C@@H](c2ccc(Cl)cc2)N1Cc1ccc(Cl)cc1	4.0%
CCOC(=O)c1oc2ccccc2c1COC(=O)CNC(=O)c1ccccc1F	14.6%
O=C(CCNC(=O)C1CCN(S(=O)(=O)c2ccc(F)cc2)CC1)NCc1ccccn1	3.0%
COc1ccc(OC)c2c1C(=O)CC2C (stereo not given)	-0.6%
CC(=O)NC(=Cc1ccccc1)C(=O)N1CCCC1C(=O)O (stereo not given)	3.0%
Clc1ccc(C=NNc2ccccn2)c(Cl)c1	-4.8%
CCSCC(C)(C)n1[nH]c2ccccc2c1=O	17.0%
Cc1ccc(C)c(NC(=O)COC(=O)c2ccc(S(=O)(=O)N3CCCC3)cc2)c1	0.8%
O=C(NCc1ccco1)c1ccc(OC2CCN(Cc3ccccn3)CC2)cc1	5.1%
CCCCN1C(=O)C(CC(=O)NC(c2ccccc2)c2ccccc2)CC(C(=O)N(C)C)=C1C (stereo not given)	11.1%
Cc1ccc2nc(-c3ccc(NC(=S)NCC(C)(C)CN(C)C)cc3)sc2c1	8.2%
CCN(C(=O)COC(=O)c1c(NC(C)=O)sc(C)c1C)c1c(N)n(Cc2ccccc2)c(=O)[nH]c1=O	4.0%
C[C@]12CC[C@H](O)CC1=CCC1C2CC[C@@]2(C)C1CC[C@@H]2NC(=O)[C@@H](N)CO (stereo not given in full)	-1.7%
COc1ccc(N2N=NN(C(C)C)C2=C(Cl)c2nnnn2-c2ccc(OC)cc2)cc1	2.6%
CC(C)(C)OC(=O)N1CCN(Cc2ccc(F)c(B(O)O)c2)CC1	1.7%
O=C(Cc1ccccc1)N(c1ccccc1)c1ccccc1	2.4%
O=C(NC(=S)Nc1cc(Cl)ccc1Cl)c1ccco1	1.3%
CNS(=O)(=O)c1ccc(CNC[C@H]2O[C@@H](n3ccc(N)nc3=O)[C@H](O)[C@@H]2O)cc1	9.8%
O=C(CSc1nnc2ccc(-c3ccccn3)nn12)N1CCCC1	-1.4%
Clc1ccc(C=Cc2ccccn2)c(Cl)c1	1.3%
CCN(c1ccccc1)S(=O)(=O)c1cccc(C(=O)NCC(c2ccco2)N2CCCCC2)c1 (stereo not given)	7.7%
O=C(OCc1ccccc1)N1CCC2CC1c1cc(N3CCN(S(=O)(=O)c4cccc(C(F)(F)F)c4)CC3)ccc12 (stereo not given)	10.2%
CCCC1NC(=O)c2cccnc2-n2c1nc1ccc(OC)cc1c2=O (stereo not given)	2.5%
COc1ccc(CN(C)CCCn2cnc3c(OCc4ccccc4)ncnc32)cc1OC	9.2%
CCC1(CC)CNC(=O)NC1=O	5.8%
C[C@@H]1CN([C@H](C)CO)C(=O)c2c(c3ccccc3n2C)-c2ccccc2CO[C@H]1CN(C)Cc1ccc(Oc2ccccc2)cc1	4.7%
N#C/C(=C/C1=C(N2CCOCC2)C(=C/c2ccc(Cl)cc2)/CC1)C(=O)Nc1ccccc1F	7.7%
Cc1ccc(-c2nc(SC(C)C(=O)NC3CC3)n[nH]2)cc1 (stereo not given)	6.4%
Cc1cc(C(=O)COC(=O)c2nn(C)c(=O)c3ccccc23)c(C)n1C	2.4%
Cc1ccc(S(=O)(=O)NN=Cc2c(O)ccc3ccccc23)cc1	11.4%
CC1(C)CC(=O)C=C(c2ccc(-c3cccc(C(N)=O)c3)cc2)C1=O	11.8%
CCN(CC)c1ccc(/C=N/NC(=O)c2nnn(-c3nonc3N)c2CN(C)C2CCCCC2)cc1	20.3%
CNC(=O)C1CN(C(=O)c2cccc(S(=O)(=O)N3CCc4ccccc43)c2)c2ccccc2O1 (stereo not given)	-31.4%
O=C(Oc1ccccc1)c1ccccc1	3.5%
CC(=O)Nc1ccc(Cl)cc1C(=O)c1ccc[nH]1	5.0%
O=C(COC(=O)c1ccc(S(=O)(=O)N2CCCCC2)cc1)NC1CCCCC1	15.2%
Cc1cc(C)n(C(N)=NC(=O)c2ccccc2)n1	4.9%
CCCCN1C(=O)C(CC(=O)NCCN2CCOCC2)CC(C(=O)N(CC)CC)=C1C (stereo not given)	13.4%
COc1ccc(-c2ccc3c(c2)O[C@@H](CN(C)C(=O)c2ccccc2F)[C@@H](C)CN([C@@H](C)CO)S3(=O)=O)cc1	6.7%
Nc1c(Br)cc(Br)c2c1[nH]c(=O)c1ccccc12	12.4%
CN(Cc1cnn(-c2ccccc2)c1)C(=O)c1cccc(S(=O)(=O)N(C)c2ccccc2)c1	22.6%
O=C(NCC1CCCO1)c1ccc(Cl)c(NS(=O)(=O)c2ccc(F)cc2)c1 (stereo not given)	12.3%
Cc1ccc(SCc2c(C(=O)N/N=C/c3ccc(C)o3)nnn2-c2nonc2N)cc1	11.2%
Cc1noc(C)c1C(=O)N(C)C[C@@H]1OCc2ccccc2-c2c(n(C)c3ccccc23)C(=O)N([C@H](C)CO)C[C@H]1C	13.4%
COc1ccc(NC(=O)N(C)C[C@H]2OCc3cnnn3CCCC(=O)N([C@H](C)CO)C[C@@H]2C)cc1	3.1%
(cont.)
SMILES	Rac1 GTP hydrolysis
C=CC[C@H](CC(=O)N[C@H](CO)Cc1ccccc1)C(=O)N[C@H](COC(=O)[C@@H](CC=C)Cc1ccc(F)cc1)Cc1c[nH]c2ccccc12	4.7%
Cc1ccc(NC(=O)COC(=O)c2ccc(OC(F)F)cc2)cc1S(=O)(=O)N1CCCCC1	8.1%
COc1ccccc1CN1CC(C(=O)NCC2(O)CCCCC2)CCC1=O (stereo not given)	-29.3%
CC(C)(C)N(Cc1ccccc1)C(=O)COC(=O)C1CC(=O)N(Cc2ccccc2)C1 (stereo not given)	4.5%
CCN(CC)c1ccc(C=NN2CCCCCC2)cc1	-1.7%
CC1CC2C3CCC4=CC(=O)CCC4(C)C3CCC2(C)C1(O)C(=O)CO (stereo not given)	-5.7%
NC(=S)NN=C1CCCCC12CCCC2	4.9%
CNC(=O)C[C@H]1C(=O)N(Cc2ccccc2)C[C@@H]1CSC	-6.2%
COc1ccccc1OCCNC(=O)CCNS(=O)(=O)c1ccc(C)cc1	3.9%
Cc1ccc(S(=O)(=O)N2C[C@H]3n4c(=O)ccc(=O)n4C[C@H](OC(=O)NCc4ccccc4)[C@@]3(O)C2)cc1	15.5%
COc1ccc(CCNC(=O)c2cc3c(=O)n4ccccc4nc3n(CC3CCCO3)c2=N)cc1 (stereo not given)	6.1%
CC1(C)CC(=O)C=C(c2ccc(COC(=O)c3cccc(C(F)(F)F)c3)cc2)C1=O	12.0%
CCN1C[C@@H]2[C@@H]3C(=O)N(Cc4ccccc4)C(=O)[C@@H]3[C@](C)(C1=O)N2C(=O)c1ccc(C(C)(C)C)cc1	6.2%
Cc1c(NC(=O)CSc2nnc(-c3ccccc3F)o2)c(=O)n(-c2ccccc2)n1C	3.4%
CCN1C(=O)[C@H]2[C@@H](c3ccc(OC)cc3)N[C@]3(CCCN(Cc4ccc(F)cc4)C3=O)[C@H]2C1=O	13.8%
Nc1ccc(-c2nnn(Cc3ccccc3)n2)cc1	2.9%
COc1ccc(NC(C)=O)cc1S(=O)(=O)NCc1ccc2c(c1)OCO2	-9.8%
C[C@H]1CN([C@@H](C)CO)C(=O)CCCn2cc(nn2)CO[C@@H]1CN(C)C(=O)Nc1ccc(N2CCN(C)CC2)cc1	8.1%
CC(C)CC1C(=O)N(Cc2cn(CCC3OCCO3)nn2)CCS(=O)(=O)N1Cc1ccc(-c2ccncc2)cc1 (stereo not given)	15.4%
COc1ccc(-c2coc3cc(OC(C)=O)ccc3c2=S)cc1	26.0%
CC(=O)C1(C)C(=O)N(c2ccc(C)cc2)C(=O)N1c1ccc(C)cc1 (stereo not given)	3.8%
Cc1noc(C)c1NC(=O)N(C)C[C@@H]1OCc2cnnn2CCCC(=O)N([C@H](C)CO)C[C@@H]1C	16.3%
C[C@@H]1CN([C@H](C)CO)C(=O)CCCn2nncc2CO[C@H]1CN(C)S(=O)(=O)c1ccccc1	16.6%
CCC(=O)N(Cc1cc2cc(OC)ccc2[nH]c1=O)c1ccccc1OC	5.8%
COc1cc2ccc(CC(N)=O)cc2cc1OC	10.1%
CCc1nc(NCc2cccs2)c2nnn(Cc3ccccc3)c2n1	11.3%
CN1CCN(c2ccc(S(=O)(=O)N3CCOCC3)cc2NC(=O)C2CCCCC2)CC1	7.8%
CSCCC(NC(=O)c1cc(S(=O)(=O)N2CCOCC2)ccc1C)c1nc2ccccc2[nH]1 (stereo not given)	0.2%
Cc1ccc(C2C(C(=O)c3sc(-c4ccccc4)nc3C)=C(O)C(=O)N2CCN(C)C)o1 (stereo not given)	15.7%
C[C@@H]1CN([C@@H](C)CO)C(=O)CCCn2cc(nn2)CO[C@H]1CN(C)S(=O)(=O)c1ccc(Cl)cc1	-10.5%
COC(=O)[C@@H](Cc1c[nH]c2ccccc12)NCc1ccc(B(O)O)cc1	2.4%
COCC(C)n1c(SCC(=O)Nc2cccnc2Cl)nc2ccccc2c1=O (stereo not given)	11.7%
CC1(C)SC2C(C(=O)O)N=C(Cc3ccccc3)N2C1C(=O)O (stereo not given)	1.3%
COc1ccc([C@H]2CN(Cc3ccccc3)C(=O)[C@@H]2CC(=O)Nc2ccccc2)cc1	20.5%
Nc1nc(N)c2cc(Sc3ccc(Cl)cc3)ccc2n1	11.7%
Cc1ccc(NS(=O)(=O)c2ccc(-n3cccn3)cc2)c(Cl)c1	11.7%

Some of these compounds in order of their number in Rac1 GTP hydrolysis, low to high:
SMILES | Rac1 GTP hydrolysis
CC1(C)SC2C(C(=O)O)N=C(Cc3ccccc3)N2C1C(=O)O (stereo not given) | 1.3%
COc1cc2ccc(CC(N)=O)cc2cc1OC | 10.1%
Cc1ccc(NS(=O)(=O)c2ccc(-n3cccn3)cc2)c(Cl)c1 | 11.7%
Cc1ccc(C2C(C(=O)c3sc(-c4ccccc4)nc3C)=C(O)C(=O)N2CCN(C)C)o1 (stereo not given) | 15.7%

Part of the list above in order of count of non-hydrogen atoms, low to high:
SMILES	Rac1 GTP hydrolysis
Nc1nc(N)c2cc(Sc3ccc(Cl)cc3)ccc2n1	11.7%
Cc1ccc(NS(=O)(=O)c2ccc(-n3cccn3)cc2)c(Cl)c1	11.7%
COc1ccc([C@H]2CN(Cc3ccccc3)C(=O)[C@@H]2CC(=O)Nc2ccccc2)cc1	20.5%
